High-throughput results deposited in PubChem BioAssay by several laboratories.
GPR55 beta-arrestin: GPR55 agonists via beta-arrestin recruitment, primary screen, imaging, U2OS cells, beta-arrestin-GFP redistribution (AID 1961). hit rate 0.048% among 290,000. one-dose activation, % at 10 µM; EC50 in µM for titrated hits. U2OS GPR55 beta-arrestin-GFP redistribution imaging; higher % means a stronger effect;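 active = activation above 40% with more than 50 cells counted in the well; inconclusive = wells holding fewer than 50 cells, flagged as toxic or sparse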;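 also: U2OS osteosarcoma cells stably expressing GPR55 and beta-arrestin-GFP; plate controls were DMSO negative control for no effect and LPI positive control for full effect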
KOR beta-arrestin-1: kappa opioid receptor activators – cell-based, luminescence, uHTS, primary screen (AID 1777) | KOR beta-arrestin recruitment, luminescence; higher % means a stronger effect | one-dose activation, % at 10 µM; EC50 in µM for titrated hits | hit rate 0.02% among 280,000; in the data active = activation above about 50%, passing the limit was not always enough; also: a part of the inactive calls stands beside numbers as strong as those of hits
GPR35 antagonists: GPR35 antagonists blocking zaprinast-driven arrestin recruitment, primary screen, imaging, U2OS, beta-arrestin-GFP, zaprinast agonist (AID 2058); U2OS GPR35 beta-arrestin-GFP translocation imaging, zaprinast antagonism; higher % means a stronger effect; inhibition, % at 10 µM, or IC50 in µM where a hit was titrated; hit rate 0.052% among 290,000;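 active = inhibition of at least 50% with at least 30 cells and total cytoplasm GFP at most 10,000,000; inconclusive = under 30 cells or total GFP of 10,000,000 plus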
PhoP inhibition: PhoP-dependent GFP reporter repression – Salmonella Typhimurium, primary screen (AID 1863) | S. Typhimurium PhoP-regulated promoter GFP reporter, 4 h; higher % means a stronger effect | inhibition, % at 50 µM, or IC50 in µM where a hit was titrated | hit rate 0.16% among 300,000;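 active = inhibition over 29.93%, a cutoff 3 SD above the screen mean, later confirmed by dose response; inconclusive = inhibition over 29.93% but no dose response follow-up; inactive = inhibition at most 29.93% or unconfirmed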;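 also: 0% = low Mg2+ inducing control and 100% = high Mg2+ repressing control; strong numbers were not always called active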
NTR1 ag: agonists of NTR1, primary screen, imaging, U2OS cells, beta-arrestin-GFP, high content (AID 493036); activation, % at 20 µM; hit rate 0.17% among 330,000; NTR1-U2OS beta-arrestin-GFP spot imaging, agonist mode;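 active = activation at or above 40% of the spot to cytoplasm intensity ratio, with at least 20 cells analyzed; inconclusive = wells under 20 cells, flagged as cytotoxic or low count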;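 also: 0% = DMSO without peptide and 100% = 100 nM NTR1 peptide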
Target sequence (P30989 whole entry, looked up): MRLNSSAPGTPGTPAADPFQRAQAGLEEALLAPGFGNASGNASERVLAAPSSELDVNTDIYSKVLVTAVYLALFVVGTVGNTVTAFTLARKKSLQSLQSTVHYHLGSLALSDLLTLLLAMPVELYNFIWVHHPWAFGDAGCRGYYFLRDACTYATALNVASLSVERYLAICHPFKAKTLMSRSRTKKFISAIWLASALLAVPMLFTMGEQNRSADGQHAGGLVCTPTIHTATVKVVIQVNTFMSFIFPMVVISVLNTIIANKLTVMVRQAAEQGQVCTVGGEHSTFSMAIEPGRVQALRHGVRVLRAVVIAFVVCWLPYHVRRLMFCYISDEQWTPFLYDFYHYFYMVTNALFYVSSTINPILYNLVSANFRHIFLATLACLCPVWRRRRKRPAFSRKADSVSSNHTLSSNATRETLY
KOR beta-arrestin-2: kappa opioid receptor blockers – cell-based, luminescence, uHTS (AID 1778); KOR beta-arrestin recruitment, luminescence, antagonist mode; higher % means a stronger effect; one-dose inhibition, % at 10 µM; IC50 in µM for titrated hits; hit rate 0.091% among 290,000; in the data active = inhibition above about 50%; also: strong numbers were not always called active
T cell modulator: T cell immune modulation candidate; 2C CD8+ T cell-vesicle binding, flow cytometry; hits give low values; calls only at 7 µM; hit rate 0.068% among 330,000;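 active = response, share of CD8 T cells binding vesicles, and their 90th percentile fluorescence all below set limits, cut at about 80% in these data, passing the limit was not always enough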
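material = purified 2C TCR transgenic mouse naive CD8+ T cells | controls = Unloaded micro-vesicles (low), QL9 vesicles with 0.7% DMSO (high) | detection = cytometric PE anti-B7-1 and Alexa647 anti-CD8 signals after 1% paraformaldehyde fixation | incubation = binding step 1.5 h, 37 °C, antibody labelling 20 min, ice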
West Nile antiviral: inhibition of WNV-induced cytopathic effect – cell-based, CPE readout (AID 1621). West Nile virus-infected cells, CPE inhibition; higher % means a stronger effect. one-dose CPE inhibition, % at 10 µM; IC50 in µM for titrated hits. hit rate 0.02% among 290,000; in the data active = a potency from the dose series; inconclusive = CPE inhibition mostly from about 3.7% at the one dose, without a potency; inactive = the rest, 99 in 100 with CPE inhibition below about 2.2%; also: strong numbers were not always called active
GPR55 LPI antagonism: inhibition of LPI-stimulated GPR55 beta-arrestin translocation – imaging, U2OS, beta-arrestin-GFP, LPI agonist, primary screen (AID 2013) | U2OS GPR55 beta-arrestin-GFP translocation imaging, LPI antagonism; higher % means a stronger effect | one-dose inhibition, % at 10 µM; IC50 in µM for titrated hits | hit rate 0.13% among 290,000;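 active = spots per cell inhibited over 60%, with over 100 cells counted and total cytoplasm intensity under 500,000; inconclusive = wells with under 100 cells, flagged as likely toxic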;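 also: U2OS cells stably carrying GPR55 and arrestin-GFP stimulated by 5 µM LPI near EC80; imaged beta-arrestin-GFP aggregate spots per cell after agonist stimulation; plate controls were LPI-stimulated DMSO wells for no effect and DMSO wells without LPI for full effect; some results filed as inactive read as strong as hits; confirmed hits need IC50 under 10 µM and bright autofluorescent wells are also inconclusive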
T cell modulator vesicle-bound %: recorded beside T cell modulator, whose call it bears; double positive events, %; measured here: CD8+ vesicle-bound cell fraction;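 binding gate set so that unloaded-vesicle control wells show 10% double positive cells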
NTR1 ag cell count 20 µM: recorded beside NTR1 ag, whose call it bears; cell count; measured here: cell count, cytotoxicity flag
Active calls of the source: *; i = inactive; ? = inconclusive; . = no result given; [ ] = remark or other dose.

SMILES	GPR55 beta-arrestin	KOR beta-arrestin-1	GPR35 antagonists	PhoP inhibition	NTR1 ag	NTR1 ag cell count 20 µM	KOR beta-arrestin-2	T cell modulator	T cell modulator vesicle-bound %	West Nile antiviral	GPR55 LPI antagonism
Cc1cc(=O)oc(C)c1C(=O)NCC1COc2ccccc2O1 (stereo unspecified)	0.0%	-2.4%	-3%	16%	0.6	75	6%	i	22	1.6%	3%
O=C(N/N=C/c1ccc(OCCCF)cc1)c1cc(OCC(F)(F)F)ccc1OCC(F)(F)F	-0.3%	2.2%	7%	12%	-0.8	51	-22%	i	48	0.2%	10%
O=C(OCc1ccccc1)C1=NNC2C(=O)N(c3ccc(Br)cc3)C(=O)C12 (stereo unspecified)	-0.1%	6.7%	3%	-3%	1.1	61	-19%	i	42	0.6%	-2%
Cc1cccc(C(=O)Nc2ccnc(-c3ccncc3)n2)c1	0.2%	-5.1%	-1%	-6%	2.3	51	-3%	i	30	0.1%	-3%
O=C(Cc1ccccc1)NCC(=O)OCC(=O)c1ccc([N+](=O)[O-])cc1	-0.2%	-1.2%	-12%	-9%	2.6	48	.	i	52	-0.1%	11%
CCn1c(CCCCc2n[nH]c(=S)n2CC)n[nH]c1=S	0.2%	-6.2%	0%	-2%	0.9	45	-13%[20 µM]	i	46	0.2%	6%
O=C(O)CNS(=O)(=O)c1cc(Cl)c(Cl)cc1Cl	0.0%	-0.3%	-6%	-3%	-1.2	45	-41%	i	20	-0.1%	2%
Cc1ccc2oc(C(=O)N3CCC(C(N)=O)(N4CCCCC4)CC3)c(C)c2c1	-0.1%	1.5%	-12%	-3%	-0.1	51	32%	i	37	-0.4%	14%
Cc1ccccc1C(=O)NC1CCN(Cc2nnnn2C(C)(C)C)CC1	0.0%	-6.4%	-3%	1%	-1.2	33	2%[20 µM]	i	27	-0.1%	7%
Nc1c(C(=O)OCC2CCCO2)c2nc3ccccc3nc2n1C1CCCC1 (stereo unspecified)	-0.2%	-0.5%	14%	-10%	26	81	2%	i	16	0.0%	7%
O=C(CSc1ncnc2c1oc1ccccc12)NCc1ccc(F)cc1	0.3%	-2.2%	-4%	4%	0.0	68	-7%	i	18	-0.2%	-11%
COc1cc(C(=O)Oc2cc(C)[nH]c(=O)c2[N+](=O)[O-])cc(OC)c1OC	0.2%	4.9%	-2%	-12%	-1.9	102	-52%	i	38	.	-1%
CON(C)c1nc(OCCNC(=O)OCc2ccc(Cl)cc2Cl)nc(N(C)C)n1	-0.1%	3.1%	1%	1%	1.4	65	-6%	i	33	-1.5%	-3%
COc1ccc(NC(=O)C2CCCN(S(=O)(=O)c3ccc4[nH]c(=O)ccc4c3)C2)cc1 (stereo unspecified)	-0.3%	-9.0%	11%	.	3.3	69	25%[20 µM]	i	28	?	-10%
COc1cccc(C2C(C#N)=C(N)OC3=C2C(=O)CCC3)c1OC(=O)c1ccco1 (stereo unspecified)	-0.1%	-1.2%	1%	8%	-0.7	47	-5%	i	47	0.2%	2%
COc1ccc(C2C(C(C)=O)=C(O)C(=O)N2c2ccccn2)cc1 (stereo unspecified)	-0.1%	2.8%	-4%	.	0.2	94	-10%	i	47	-0.1%	-8%
O=C(CC1OC(=O)c2ccccc21)Nc1ccccc1N1CCOCC1 (stereo unspecified)	0.3%	1.0%	-16%	-12%	0.2	54	8%	i	58	0.9%	7%
O=S(=O)(c1ccc2ccccc2c1)N(CC1CO1)c1ccccc1 (stereo unspecified)	-0.1%	.	13%	5%	1.9	49	-48%[20 µM]	i	60	-0.5%	6%
CC(C)C(=O)Nc1nnc(SCC(=O)NCc2cccs2)s1	0.6%	4.1%	-6%	14%	-0.4	101	-2%	i	32	.	-17%
CCOC(=O)c1sc(NC(=O)Cn2nnc3sc4c(c3c2=O)CCCC4)nc1C	-0.1%	-0.2%	-24%	-1%	0.9	48	12%	i	19	-0.4%	14%
O=C(O)CNC(=O)CC1S/C(=N/N=C2\CSC(=O)N2)NC1=O (stereo unspecified)	-0.3%	-5.3%	0%	2%	-0.6	68	-7%	i	45	-0.3%	10%
COc1ccc(CCNc2nc(-c3sc(C)nc3C)cs2)cc1OC	0.4%	-3.5%	-9%	2%	1.9	78	6%	i	34	1.7%	19%
O=C(CSc1nccn1Cc1ccccc1)Nc1ccccc1	-0.1%	0.8%	3%	-3%	1.1	52	-6%	i	70	-1.0%	1%
CC(C)c1ccc(NC(=O)CCCC(=O)NCCc2ccccc2)cc1	0.1%	-3.8%	5%	-5%	1.0	49	-41%[20 µM]	i	50	-0.4%	3%
COc1ccc(-c2nnc(SCC(=O)Oc3ccc(C)cc3)o2)cc1	-0.1%	2.5%	-2%	1%	-0.7	84	-28%	i	47	-0.1%	-1%
COc1ccc(CN2CCc3ccc(NC(=O)c4ccncc4)cc3C2)c(F)c1	-0.1%	5.5%	17%	-5%	-0.1	52	-2%	i	32	-1.5%	15%
Cc1c(C(=O)N2CCN(c3ccccc3)CC2)sc2ncnc(N3CCN(c4ccccn4)CC3)c12	-0.1%	1.2%	-6%	-2%	3.8	55	-53%	i	48	-0.5%	-6%
CCOC(=O)c1c(C)[nH]c(C)c1C(=O)CSc1nnc(-c2ccc(OC(F)F)cc2)o1	-0.1%	1.8%	-7%	-5%	1.9	46	-10%	i	32	-0.3%	8%
CCOc1ccccc1N1CCN(C(=S)NCc2ccco2)CC1	0.3%	-6.4%	7%	-7%	-0.9	72	-20%	i	52	-0.3%	3%
CCOC(=O)c1cn(CC(=O)Nc2cccc(Cl)c2C)nn1	-0.1%	2.4%	7%	20%	-1.4	97	-13%	i	44	-0.1%	16%
Cc1cc2ncn(-c3ncnc4sc5c(c34)CCCC5)c2cc1C	-0.1%	-4.9%	10%	-4%	7.9	65	-8%	i	47	-0.2%	0%
O=S(=O)(Cc1cccc(F)c1)c1c[nH]c2ccccc12	-0.1%	-5.5%	18%	5%	5.0	40	28%	i	35	0.4%	9%
CCN(CC(=O)NC(C)(C)C)C(=O)C(c1ccccc1)c1ccccc1	0.5%	0.3%	-4%	5%	1.1	73	25%	i	2	-0.3%	-3%
Cc1cc(C(=O)O/N=C(\N)c2ccncc2)ccc1[N+](=O)[O-]	-0.2%	6.1%	18%	-6%	0.3	48	.	i	60	-0.2%	5%
NC(=O)CN(Cc1ccccc1)S(=O)(=O)c1ccc2c(c1)OCCO2	-0.4%	3.4%	-3%	1%	-0.2	41	-15%	i	25	0.2%	-1%
CCNS(=O)(=O)c1ccc(NC(=O)Nc2ccc3c(c2)OCO3)cc1	-0.1%	2.9%	-3%	-3%	0.3	69	0%	i	2	-1.0%	2%
COc1ccc(C(=O)NNC(=O)CSc2nnnn2-c2cc(OC)cc(OC)c2)cc1	-0.1%	-2.7%	-4%	-1%	0.7	47	1%	i	16	0.2%	4%
CCC(C)c1ccc(NC(=S)NCCn2cc(Br)cn2)cc1 (stereo unspecified)	-0.1%	-4.3%	7%	-2%	5.2	36	-5%	i	4	-1.7%	2%
O=C(O)c1cc(N/N=C/c2ccc3c(c2)OCCO3)ccc1Cl	0.1%	5.9%	5%	-13%	.	.	-5%	i	21	0.2%	2%
Cc1ccccc1CS(=O)(=O)c1cn(CC(=O)N2CCOCC2)c2ccccc12	1.1%	3.9%	-4%	2%	0.0	54	-7%	i	9	0.1%	13%
COc1cccc(NC(=O)Cn2c3ccccc3c3nc4n(c(=O)c32)CCS4)c1	0.0%	0.7%	-3%	2%	3.2	58	-25%	i	34	-0.2%	3%
Cc1ccccc1OCCOC(=O)c1c(-c2ccccc2)noc1C	0.5%	3.7%	-5%	-1%	2.1	35	-38%	i	17	-0.9%	-4%
O=C(Cn1nnc(-c2ccncc2)n1)N1CCc2ccccc21	0.1%	7.6%	-10%	-2%	1.5	58	7%	i	18	0.5%	-4%
CCOC(=O)c1cc(NC(=O)c2cccnc2)cc(C(=O)OCC)c1	-0.2%	-2.4%	-4%	-11%	0.2	59	-20%	i	53	1.3%	-4%
CC1=C(C)CC(C(=O)Nc2nc(C)cs2)C(C(=O)O)C1 (stereo unspecified)	-0.2%	-1.3%	1%	-3%	0.7	67	-17%	i	39	-0.5%	19%
COc1ccc(N2C(=O)/C(=C\c3ccco3)N=C2SCC(N)=O)cc1Cl	-0.2%	-9.7%	16%	3%	2.1	58	2%	i	32	-1.1%	14%
Cc1ccc(C)c(NC(=S)NCCSc2ccc(Cl)cc2)c1	-0.2%	-2.1%	-9%	31%	4.9	49	.	i	29	-1.1%	4%
c1ccc(CN2CCC(Nc3ncnc4sccc34)CC2)cc1	1.1%	.	-24%	-2%	-2.3	62	.	i	40	-1.7%	7%
Cn1cccc1C(=O)NC(=O)COC(=O)C12CC3CC(CC(O)(C3)C1)C2	0.2%	4.2%	-15%	1%	-0.3	49	-22%	i	43	0.5%	6%
CN(CC(=O)O)S(=O)(=O)c1ccc2c(c1)n(C)c(=O)c(=O)n2C	-0.4%	-3.7%	12%	0%	-1.1	74	20%	i	33	-0.1%	0%
O=C(CSc1nnc(-c2ccco2)n1Cc1ccco1)NCc1ccccc1	-0.1%	1.9%	10%	3%	31	94	19%	i	29	-0.3%	12%
COc1ccc(C(=O)C2CCCN(C(=O)c3csc(C(C)=O)c3)C2)c(C)c1 (stereo unspecified)	-0.1%	5.9%	14%	-2%	-1.3	43	-34%	i	58	-0.6%	3%
Cc1cc(C)c(C#N)c(N2CCN(c3ccccc3)CC2)n1	0.2%	1.4%	-16%	-3%	4.0	52	22%	i	21	-0.3%	11%
O=C(CN1CCCCC1)N1CCN(c2ccccc2)CC1	0.6%	-4.2%	-7%	-2%	-0.4	92	1%	i	60	-0.4%	10%
COc1ccccc1CCC(=O)OCc1csc(CC(=O)Nc2ccccc2C)n1	-0.2%	-2.3%	21%	0%	2.2	49	2%	i	21	0.1%	-8%
